Screening data as filed in PubChem.
SIRT5 inh: inhibitors of human sirtuin-5 desuccinylase. Q9NXA8. Purified SirT5, succinyl-peptide AMC, trypsin-coupled fluorescence. inhibition, % at 15 µM. actives 1.1% (n = 330,000). AID 652115; in the data active = inhibition above about 15%
Target sequence (Q9NXA8 whole entry, looked up): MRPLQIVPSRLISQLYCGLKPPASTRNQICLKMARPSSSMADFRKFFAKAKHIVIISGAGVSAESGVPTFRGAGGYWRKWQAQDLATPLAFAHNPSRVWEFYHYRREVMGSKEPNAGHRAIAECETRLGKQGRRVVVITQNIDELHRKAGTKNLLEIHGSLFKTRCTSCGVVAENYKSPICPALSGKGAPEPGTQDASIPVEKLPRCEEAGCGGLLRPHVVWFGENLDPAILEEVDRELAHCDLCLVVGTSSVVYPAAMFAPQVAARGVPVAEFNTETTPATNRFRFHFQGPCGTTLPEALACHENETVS
ERAP1 inh: ERAP1 (human) enzyme inhibition | Q9NZ08 | recombinant ERAP1, Leu-AMC fluorescence, 60 min | inhibition, % at 10.7 µM | actives 0.15% (n = 340,000) | AID 652197;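 active = mean replicate inhibition of at least 30%, or all replicates individually reaching that 30% level; inactive = mean below 30% and not every replicate reaching it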;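 also: 0% = neutral control wells and 100% = L-leucinethiol positive control wells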
XiGFP reactiv: X-chromosome reactivation activator; XiGFP mouse fibroblasts, % GFP-positive cells imaging, 3 d; cells co-treated with 5-aza-dC sensitizer; scaled so ellipticine positive control = 100%; activation, % at 7.58 µM; actives 0.055% (n = 360,000);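 active = mean normalized replicate activation at least 10% and every replicate at or above 10%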;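 also: 0% = median of on-plate neutral control wells and 100% = ellipticine 6 µM median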
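System: SV40-immortalized XiGFP fibroblast cells, line 68-5-11 / Incubation: 3-day compound exposure, then 15 min fixation at room temperature / Compound: single concentration per compound, delivered by pin transfer / Buffer or medium: DMEM plus 5-aza-dC sensitizer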
Cneo AK release: causes C. neoformans cell lysis | adenylate kinase release luminescence, 4 h; normalised: neutral wells 0, clomiphene wells 100 | lysis activity, % at 15 µM | actives 0.2% (n = 360,000);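 active = mean lysis activity across replicates of at least 80%, whatever share of replicates individually reach that level; inactive = mean lysis activity below 80%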
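Test system: log-phase Cryptococcus neoformans yeast cells. Input: 5 × 10^6 yeast cells/mL. Medium: fresh YPD growth medium. Doses: single dose. Incubation: static 4 h at 37 °C with compound, 1 h detection. Measured by: luminescent adenylate kinase detection reagent. Read-out: signal increase indicating cell lysis. Benchmarks: Clomiphene.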
LGR2 inh: blocks bursicon-induced cAMP signaling via Drosophila LGR2; actives 0.35% (n = 380,000); HEK293 LGR2, CRE-luciferase, bursicon-stimulated, 4 h; inhibition, % at 9.99 µM;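 active = drop in luminescence signal, shown as inhibition above about 50% in the replicate tests, limit read from the data, passing the limit was not always enough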;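 also: agonist challenge used bursicon conditioned medium at about half maximal strength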
S100A4 MyoIIA: blocks human S100A4 binding to myosin IIA peptide. S100A4/TAMRA-MyoIIA peptide fluorescence polarization. inhibition, % at 10.7 µM. actives 0.14% (n = 360,000). AID 652163;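 active = mean inhibition of at least 70% across replicates, with every replicate also reaching that level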
Target sequence (P26447 whole entry, looked up): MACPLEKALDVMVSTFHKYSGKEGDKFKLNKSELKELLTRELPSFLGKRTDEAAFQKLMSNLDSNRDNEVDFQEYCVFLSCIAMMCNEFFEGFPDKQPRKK
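assay system = human S100A4 monomer with TAMRA-labelled myosin IIA peptide | also added = labelled myosin peptide probe, 5 nM | incubation = 5 min between mix addition and reading | control set = DMSO and TFP controls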
PGC1a acetyl inh: lowers PGC1a acetylation signal in U2OS cells | AlphaScreen anti-acetyl-lysine; with virally co-expressed GCN5 acetyltransferase | inhibition, % at 15.6 µM | actives 0.17% (n = 350,000) | AID 651687;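 active = every replicate shows inhibition of at least 40%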;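 also: 0% = neutral control wells and 100% = positive control wells; some results beyond the cut were filed as inactive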
Statin myotox sup: protects C2C12 myotubes from simvastatin toxicity; ATP luminescence, 48 h; scaled: DMSO 0, geranylgeraniol control 100; rescue of ATP level, % at 7.49 µM; actives 0.78% (n = 330,000);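 active = mean ATP rescue above about 67%, or every replicate alone reaching that limit, limit read from the data, passing the limit was not always enough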;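 also: myotubes were challenged with 10 µM simvastatin during compound exposure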
* marks the source's active call; other numbers are inactive results; / = no result given; & = joins results of further samples; ! = not confirmed by another sample. The list is partial. The share of hits here may be higher or lower than overall.

SMILES	SIRT5 inh	ERAP1 inh	XiGFP reactiv	Cneo AK release	LGR2 inh	S100A4 MyoIIA	PGC1a acetyl inh	Statin myotox sup
C[C@@H]1CN([C@@H](C)CO)C(=O)Cc2cc(NC(=O)Nc3ccc(C(F)(F)F)cc3)ccc2O[C@@H]1CN(C)C	0	-3	0.3	-2	-23	18	3	-46
O=C1N(c2ccccc2)C[C@@H]2C[C@@H](c3cc4ccccc4o3)N3CCC[C@@]123	-4	0	0.0	/	90*	-7	-19	/
O=C1[C@@H]2[C@@H]3C[C@@H]([C@H]4ON=C(c5ccc(Cl)cc5)[C@@H]34)[C@@H]2C(=O)N1c1ccc2c(c1)OCO2	-4	0	0.0	/	/	-2	-2	/
CC1(C)CC(OC(=O)c2ccccc2)CC(C)(C)N1	/	0	/	0	-1	-7	5	6
c1ccc(-c2nnc(N3CCOCC3)nc2-c2ccccc2)cc1	/	/	/	1	6	/	-8	-4
CCCC#Cc1ccc([C@H]2[C@@H](CO)N(S(=O)(=O)c3cccc(F)c3)[C@H]2C#N)cc1	2	1	0.5	1	1	8	-1	-29
O=C(CCCCCCCC(=O)NNC(=O)Nc1ccccc1)NNC(=O)Nc1ccccc1	/	6	0.1	/	-4	1	/	/
CC1CCCN(c2cccc3c2S(=O)(=O)N(Cc2cccc(Cl)c2)[C@@H](C)[C@H](c2ccccc2)O3)C1 (stereo partly drawn)	-4	-3	0.1	/	16	0	/	/
O=C(NC1CCC1)[C@@H]1[C@@H](CO)[C@@H]2Cn3c(ccc(C4=CCCC4)c3=O)[C@@H]2N1C(=O)C1CCC1	-9	-2	0.1	/	8	-6	/	/
C/C=C/c1cnc2c(c1)C(=O)N([C@H](C)CO)C[C@H](C)[C@H](CN(C)C(=O)Nc1cccc(OC)c1)O2	3	1	0.0	0	15	24	-5	2
Cc1ccc(C)c(N(C(=O)c2snc(C(N)=O)c2N)C(C(=O)NCC2CCCO2)c2ccc(C)o2)c1 (stereo not drawn)	-6	-16	0.3	/	8	3	/	20
CCC(=O)Nc1nnc(-c2ccco2)o1	3	-2	0.2	1	6	1	7	-9
Cc1noc(C)c1NC(=O)Nc1ccc2c(c1)C(=O)N([C@@H](C)CO)C[C@H](C)[C@H](CN(C)C(=O)C1CCCCC1)OCCCC[C@H](C)O2	-1	-2	0.0	1	8	0	-15	/
CCSc1nnc(NC(=O)C2CCCN(C(=O)c3ccc(Cl)cc3)C2)s1 (stereo not drawn)	/	-1	0.2	6	7	-3	-3	-8
NC(=O)c1ccsc1NC(=O)COC(=O)c1ccc(Cl)nc1	-2	-4	0.0	1	-2	3	/	-14
Cc1ccc(S(=O)(=O)N[C@H]2CC[C@@H](CC(=O)NCCCN(C)C)O[C@H]2CO)cc1	-4	-1	-0.1	-1	-22	-3	-11	0
CNC(C)c1ccc(S(N)(=O)=O)cc1 (stereo not drawn)	-1	1	0.0	3	7	0	5	-1
CCCCOCCCNC(=O)c1ccc(NC(C)=O)cc1	/	/	/	0	-8	/	18	18
C[C@@H]1CCCCO[C@@H](CN(C)C(=O)Nc2ccc(C(F)(F)F)cc2)[C@H](C)CN([C@H](C)CO)C(=O)c2cc(NC(=O)c3ccncc3)ccc2O1	11	2	0.3	-23	-3	6	7	/
O=C(NNc1cccc(Cl)n1)c1ccc(Cl)cc1Cl	-6	-1	/	1	-39	-14	/	10
CC(C)N(C)S(=O)(=O)c1ccc(NC(=O)CSC(=S)N2CCCC2)cc1	1	1	0.1	/	12	0	/	-20
Cn1c(O)c(N=NC(=O)CNC(=O)c2cccnc2)c2ccccc21	8	1	0.0	0	-5	-3	-18	4
CCC(=O)NC[C@@H]1[C@@H](c2ccc(-c3cccc(F)c3)cc2)[C@@H](CO)N1C(=O)CC	0	1	0.2	2	-4	-4	-1	0
Cc1cccc(N(CC(=O)Nc2ccc(CC#N)cc2)S(C)(=O)=O)c1	-1	0	/	2	-5	1	-8	/
Cc1ccc(S(=O)(=O)Nc2cc3c(cc2C#N)OCO3)cc1C(N)=O	-1	2	0.0	3	-5	-2	/	4

Reprinted from the part before: four compounds, then new ones.
SMILES	SIRT5 inh	ERAP1 inh	XiGFP reactiv	Cneo AK release	LGR2 inh	S100A4 MyoIIA	PGC1a acetyl inh	Statin myotox sup
Cn1c(O)c(N=NC(=O)CNC(=O)c2cccnc2)c2ccccc21	8	1	0.0	0	-5	-3	-18	4
CCC(=O)NC[C@@H]1[C@@H](c2ccc(-c3cccc(F)c3)cc2)[C@@H](CO)N1C(=O)CC	0	1	0.2	2	-4	-4	-1	0
Cc1cccc(N(CC(=O)Nc2ccc(CC#N)cc2)S(C)(=O)=O)c1	-1	0	/	2	-5	1	-8	/
Cc1ccc(S(=O)(=O)Nc2cc3c(cc2C#N)OCO3)cc1C(N)=O	-1	2	0.0	3	-5	-2	/	4
Cc1cc2cc(CNC(=O)Nc3ccccc3)ccc2n1C	-1	12	/	2	-27	9	-4	38
CC(=O)N1CCN(C(=O)COc2ccc(N(C)S(=O)(=O)c3cccs3)cc2)CC1	-2	0	0.2	/	1	1	2	/
Cc1cc(-c2onc(C)c2C(=O)Nc2ccc(C(F)(F)F)cc2)no1	-5	2	0.0	5	-5	-1	10	/
CCCN(C)C[C@H]1Oc2cc(-c3cccc(C#N)c3)ccc2S(=O)(=O)N([C@@H](C)CO)C[C@H]1C	2	-2	-0.6	8	0	-5	3	-123
CC(C)CCNC(=O)NC(=O)COC(=O)CCN=C1NS(=O)(=O)c2ccccc21	2	0	0.0	1	-1	-17	-15	9
C=CCNC(=S)Nc1ccc(Cl)cc1F	1	0	0.0	/	-17	7	/	/
CO[C@@H]1CN(C)C(=O)c2ccc(NC(C)=O)cc2OC[C@@H](C)N(C(=O)c2ccccc2)C[C@@H]1C	8	-1	0.2	/	-2	-15	-2	/
C[C@H](NC(=O)C[C@H]1CC[C@@H]2[C@H](COc3ccc(NC(=O)C4CCOCC4)cc3C(=O)N2C)O1)c1ccccc1	-4	3	0.0	-3	-3	-4	2	-17
COc1ccc(-c2cc3c(=O)n(CC(=O)NCc4ccc(C)cc4)ncn3n2)cc1	0	4	0.1	-2	-6	-2	10	-1
CCC(=O)Nc1ccc2c(c1)OC[C@H](C)N(C(C)=O)C[C@@H](C)[C@@H](OC)CN(C)C2=O	-3	-1	-0.1	2	16	-3	-1	-9
O=C1CN(C(=O)COc2ccc([N+](=O)[O-])cc2Cl)c2ccccc2N1	8	0	0.1	16	-17	-3	4	-5
Cc1c(Br)c(O)c(Br)c(O)c1/C=N/n1c(-c2ccccc2)n[nH]c1=S	30*	0	/	-1	6	-4	5	-4
C[C@H](CO)N1C[C@H](C)[C@@H](CN(C)C(=O)c2ccccc2F)Oc2cc(-c3ccc(F)cc3)ccc2S1(=O)=O	-2	-2	0.1	-3	14	-28	0	-41
CC(C)(C)OC(=O)NCCCCCNC(=O)c1nc[nH]c1C(=O)NCC(=O)OCc1ccccc1	1	-7	0.3	-5	85*	-2	/	1
CCOC(=O)N1CCN(C(=O)C2CC(c3cc(OC)ccc3OC)=NO2)CC1 (stereo not drawn)	/	/	/	-3	-2	/	-2	19
CN(C)CC1CCC/C(=C\c2ccc(OC(=O)/C=C/c3ccccc3)cc2)C1=O (stereo not drawn)	4	0	0.3	/	2	39	-6	5
C[C@H](CO)N1C[C@H](C)[C@H](CN(C)C(=O)Nc2ccc3c(c2)OCO3)Oc2ccc(NS(=O)(=O)c3ccccc3)cc2C1=O	4	1	-0.1	9	2	-9	2	/
Cc1ccccc1CSc1nnc(-c2ccncc2)o1	1	-3	0.0	1	-34	-1	/	0
C[C@@H]1CN([C@@H](C)CO)C(=O)c2cc(-c3ccccc3)cnc2O[C@H]1CN(C)C(=O)Cc1ccccc1	-3	2	-0.8	0	6	-4	3	40
C[C@@H]1CCCCO[C@@H](CN(C)C(=O)Cc2ccccc2)[C@H](C)CN([C@H](C)CO)C(=O)c2cc(NC(=O)c3ccccc3)ccc2O1	6	1	0.6	-1	14	1	-9	/
COc1ccc(OCC(=O)NC(=S)NNC(=O)COc2ccc(Br)cc2Cl)cc1	0	0	0.3	-1	-9	15	-4	-8
Cc1ccc(N2C(=O)CC(NNc3nc4ccccc4s3)C2=O)cc1 (stereo not drawn)	/	/	-0.1	1	-8	/	-14	/
COc1ccc(C)cc1S(=O)(=O)N(C)CC(=O)N1CCC(C)CC1	-2	1	/	1	1	0	-4	-16
NNC(=O)c1cc2cc(Oc3ccccc3)ccc2[nH]1	2	-1	0.0	-1	/	5	10	17
O=C(COc1ccc(F)cc1)Nc1ccc2c(c1)OCCO2	3	0	0.3	-6	-50	-5	/	/

Next structures follow:
SMILES	SIRT5 inh	ERAP1 inh	XiGFP reactiv	Cneo AK release	LGR2 inh	S100A4 MyoIIA	PGC1a acetyl inh	Statin myotox sup
CC(=O)Nc1cncc(-c2cccc(C(=O)NC3CC3)c2)n1	/	2	0.2	0	-5	-1	/	5
Cc1ccc(S(=O)(=O)N(C)C[C@H]2Oc3c(NS(=O)(=O)c4cn(C)cn4)cccc3C(=O)N([C@@H](C)CO)C[C@@H]2C)cc1	/	/	-0.5	/	-7	/	6	-7
Cc1nnc(SCC(=O)c2ccc(Cl)cc2)s1	-1	1	0.0	-1	-36	-2	2	2
Cc1ccc(N2C(=O)C(Cl)=C(N3CCCCCC3)C2=O)c(C)c1	-1	-1	0.4	-2	-8	3	/	-10
COc1cccc(-c2cn(CC[C@@H]3CC[C@H](NC(=O)CN(C)C)[C@@H](CO)O3)nn2)c1	-3	-1	0.5	10	-3	-21	5	-7
COc1cccc(S(=O)(=O)N(C)C[C@H]2OCc3cnnn3CCCC(=O)N([C@@H](C)CO)C[C@H]2C)c1	-2	2&0	-0.1&0.1	0&0	13	-1&8	0&0	-4&-4
NS(=O)(=O)c1ccc(NC(=O)COC(=O)CCc2nc3ccccc3c(=O)[nH]2)cc1	-1	4	0.2	1	-13	3	9	6
CCN(CC)CCC=C(c1cccs1)c1cccs1	-4	3	0.5	3	7	-4	2	-6
COc1ccc(/C(O)=C2/C(=O)C(=O)N(CCCN3CCOCC3)C2c2ccc(C(C)C)cc2)cc1 (stereo not drawn)	-2	-1	0.0	1	3	-7	2	3
COC(=O)Nc1ccc(S(=O)(=O)N2CCCc3cccc(O)c32)cc1	-3	-6	0.2	/	22	-2	0	/
CC(C)(C)NC(=O)C(=O)NN=C1CCCCCC1	-4	4	0.3	/	14	-4	/	/
O=C(c1ccc(Cl)cc1)N1N=CCC1(O)c1ccc(Cl)cc1 (stereo not drawn)	0	3	0.1	0	0	1	3	3
C[C@H](CO)N1C[C@H](C)[C@@H](CN(C)CC2CCCCC2)Oc2c(NC(=O)Nc3ccc4c(c3)OCO4)cccc2C1=O	7	1	-0.8	4	-3	0	-19	10
Cc1[nH]nc2c1C(c1cc(Br)cs1)C(C#N)=C(N)O2 (stereo not drawn)	4	10	0.4	/	14	2	/	/
N#Cc1ccc(N2C(=O)[C@@H]3C(C(=O)c4cnccn4)=NN[C@@H]3C2=O)cc1	-1	6	0.0	-3	-4	2	5	/
O=C(Nc1ncccc1O)c1cc2ccccc2o1	-1	4	0.1	-14	33	1	/	4
CCS(=O)(=O)N1CCC(C(=O)N2CCOCC2)CC1	-2	4	/	-1	5	8	6	14
C[C@H]1CN([C@@H](C)CO)S(=O)(=O)c2ccc(Br)cc2O[C@@H]1CN(C)C(=O)CCN1CCCCC1	3&-1	0&7	0.0&0.0	80*!	5&7	-4&-4	3&9	-4&2
